Screens (PubChem BioAssay)
PP5 primary – PP5 (human) phosphatase inhibition | inhibition, % at 6.7 µM | 320,000 compounds, 0.18% hits | purified PP5c, OMFP substrate fluorescence | P53041;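 active = inhibition above the campaign's mean inhibition across all tested compounds plus 3 SD, cut at about 9.5% in these data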;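 also: 0% = DMSO only and 100% = 100 µM cantharidin control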
Target sequence (P53041 whole entry, looked up): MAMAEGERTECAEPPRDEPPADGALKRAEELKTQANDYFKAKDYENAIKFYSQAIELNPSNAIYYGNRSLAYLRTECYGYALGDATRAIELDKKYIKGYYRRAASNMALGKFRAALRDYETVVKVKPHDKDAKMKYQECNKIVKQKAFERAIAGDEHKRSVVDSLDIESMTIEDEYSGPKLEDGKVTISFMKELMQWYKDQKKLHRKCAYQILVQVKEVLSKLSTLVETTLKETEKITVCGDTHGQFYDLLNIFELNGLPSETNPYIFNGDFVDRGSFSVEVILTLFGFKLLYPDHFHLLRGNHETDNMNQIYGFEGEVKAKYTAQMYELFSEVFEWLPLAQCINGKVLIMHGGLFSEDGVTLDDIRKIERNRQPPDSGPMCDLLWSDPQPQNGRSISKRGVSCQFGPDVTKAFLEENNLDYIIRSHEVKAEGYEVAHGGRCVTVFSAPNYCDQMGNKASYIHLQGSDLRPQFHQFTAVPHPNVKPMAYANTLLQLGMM
AHR activator – activates the human aryl hydrocarbon receptor; P35869; AHR-responsive luciferase reporter cells, luminescence; activation, % at 5 µM; 320,000 compounds, 2.5% hits; AID 2796; in the data active = activation above about 47%;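 also: 0% = vehicle wells and 100% = reference agonist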
PAFAH2 FP inh – inhibitors of human PAFAH2; Q99487; 340,000 compounds, 0.99% hits; AID 492956; inhibition, % at 3.39 µM; recombinant PAFAH2, FP-rhodamine activity probe, fluorescence polarization;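 active = inhibition above the mean over all tested compounds plus 3 SD, cut at about 30% in these data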;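 also: inhibitors block probe labeling of enzyme so polarization drops; 0% = enzyme with DMSO and 100% = wells lacking PAFAH2 protein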
TPT1 inh – inhibitors of Candida albicans tRNA 2'-phosphotransferase TPT1. recombinant caTPT1, FP RNA substrate dephosphorylation. inhibition, % at 5 µM. 300,000 compounds, 0.81% hits. AID 1962;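 active = inhibition above the mean of all tested compounds plus 3 SD, set per screening campaign, cut at about 24% in these data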;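 also: plate controls were DMSO alone for no effect and ferristatin control at 100 nM for full effect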
CTSL1 counter – counter-screen for PFM18AAP inhibitors: inhibitors of F. hepatica cathepsin L1; recombinant F. hepatica cathepsin L1, Z-Leu-Arg-MCA fluorescence; 300,000 compounds, 0.49% hits; inhibition, % at 5.96 µM;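 active = inhibition above the mean of all tested compounds plus 3 SD, set per screening campaign, cut at about 17% in these data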;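 also: 0% = plate median of test compound wells and 100% = 1 µM Z-Phe-Ala-diazomethylketone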
PP1 counter – blocks human PP1-alpha phosphatase, a PP5 counter-screen; P62136; inhibition, % at 6.7 µM; AID 2235; 320,000 compounds, 0.9% hits; purified PP1alpha, OMFP fluorescence;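 active = inhibition above the mean inhibition of all tested compounds plus 3 SD, computed separately for each screening campaign, cut at about 15% in these data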
core dimer inh – HCV core protein dimerization inhibition. 300,000 compounds, 0.33% hits. AID 1899. inhibition, % at 5 µM. TR-FRET GST/Flag-core106 dimerization, 1536-well;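 active = inhibition above the mean of all tested compounds plus 3 SD, set per screening campaign, cut at about 45% in these data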
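Test system: GST/Flag-tagged HCV core106 proteins; Medium: KF-containing HEPES buffer, pH 7.45, DTT, CHAPS, BSA; Times: compound-protein-antibody incubation 4 h at 22.5 °C; Detection: TR-FRET 671 and 617 nm emission; Benchmarks: wells lacking GST-core106 and wells with excess unlabelled core106.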
procasp3 activ – activates human procaspase-3. recombinant procaspase-3 D3A, Ac-DEVD-pNA absorbance 405 nm. activation, % at 8.5 µM. 330,000 compounds, 0.11% hits. AID 463141;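 active = activation above the mean of all tested compounds plus 3 SD, cut at about 21% in these data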;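 also: 0% = DMSO alone and 100% = DMSO wells spiked with extra 5 µM PC-3 D3A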
Target sequence (P42574 whole entry D9A/D28A/D175A): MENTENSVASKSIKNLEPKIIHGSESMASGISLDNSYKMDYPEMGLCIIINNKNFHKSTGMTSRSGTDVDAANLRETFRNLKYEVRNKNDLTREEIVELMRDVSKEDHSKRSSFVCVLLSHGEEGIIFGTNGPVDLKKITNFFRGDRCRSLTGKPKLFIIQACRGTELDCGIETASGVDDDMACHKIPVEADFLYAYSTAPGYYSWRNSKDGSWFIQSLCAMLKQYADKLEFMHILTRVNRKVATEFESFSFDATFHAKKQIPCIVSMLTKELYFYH
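Test system: Procaspase-3 D3A mutant, all three cleavage aspartates alanine | Dosing: Single dose, 8.5 µM nominal compound, 0.8% DMSO | Schedule: 1 h preincubation, 2 h reaction | Technique: 405 nm absorbance of p-nitroaniline, reads at 0 and 120 min | Repeats: One well per compound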
proCasp7 act – activates human procaspase-7, counter-screen for procaspase-3 activators; 330,000 compounds, 0.093% hits; P55210; activation, % at 8.5 µM; recombinant procaspase-7, Ac-DEVD-pNA absorbance 405 nm; D23A/D198A/D206A triple mutant, cannot self-cleave; scale: DMSO 0, 5 µM enzyme 100;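 active = percent activation above the screen-wide mean plus 3 SD, cut at about 25% in these data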
Target sequence (P55210 whole entry D23A/D198A/D206A): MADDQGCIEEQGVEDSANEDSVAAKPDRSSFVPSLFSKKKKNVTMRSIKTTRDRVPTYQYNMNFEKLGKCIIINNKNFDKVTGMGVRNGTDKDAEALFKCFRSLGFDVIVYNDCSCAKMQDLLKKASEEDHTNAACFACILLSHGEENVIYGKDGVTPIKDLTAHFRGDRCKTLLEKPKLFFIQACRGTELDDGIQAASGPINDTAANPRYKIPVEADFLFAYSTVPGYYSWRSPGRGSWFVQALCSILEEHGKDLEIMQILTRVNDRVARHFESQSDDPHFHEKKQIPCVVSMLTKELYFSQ
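signal = Epi-absorbance of released pNA at 405 nm, two timepoints | assay system = Uncleavable procaspase-7 mutant enzyme | reagent = Ac-DEVD-pNA substrate, 400 µM as added | times = 1 h enzyme–compound preincubation and 2 h substrate reaction, both 25 °C | benchmarks = low DMSO alone, high DMSO plus 5 µM PC-7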
The depositor's hits bear a star; / = no result given.

SMILES	PP5 primary	AHR activator	PAFAH2 FP inh	TPT1 inh	CTSL1 counter	PP1 counter	core dimer inh	procasp3 activ	proCasp7 act
NC(=O)c1nsc(C(=O)N(Cc2cccnc2)C(C(=O)NC2CCCC2)c2ccc(F)cc2)c1N (stereo unspecified)	1.5	-2	11	-1	1	0	14	1	5
Cc1ccc(C)c(SCC(=O)Nc2ccc(S(=O)(=O)Nc3ncccn3)cc2)c1	1.3	1	6	-3	2	3	2	1	2
Cc1cc(NC(=O)CSCC(=O)Nc2ccc(C)c(C)c2)no1	2.4	2	-7	/	/	1	/	-1	7
COc1ccc(N2CCN(C(c3cc4ccc(C)cc4[nH]c3=O)c3nnnn3C3CCCC3)CC2)cc1 (stereo unspecified)	0.1	-1	7	3	-1	-6	1	1	-2
N#Cc1cccc(CN2CCCN(Cc3ccc(F)cc3)S2(=O)=O)c1	3.7	0	-14	-1	3	2	-1	3	1
Cc1ccc(N=C(NO)c2cnccc2C(F)(F)F)c(C)c1	-0.4	0	-1	1	0	-2	9	4	10
CCOC(=O)c1c(NC(=S)Nc2ccc(Cl)cc2)sc2c1CCN(C)C2	2.1	10	-4	91*	-1	-3	-9	-31	-31
CNS(=O)(=O)c1cc(N(C)S(=O)(=O)c2ccc(C)cc2)c(C)cc1C	-1.1	0	9	-10	-4	0	1	2	0
O=C1NCCN(Cc2ccc(Cl)c(F)c2)C1CC(=O)N1CCCCO1 (stereo unspecified)	2.0	-2	10	-4	3	-1	-10	8	2
COc1ccc(-n2cc(-c3ccc(Cl)cc3)[nH]c2=S)cc1	2.6	42	1	2	-2	3	7	-7	-11
Cn1cccc1/C=C1\Cc2ccccc2C1=O	0.1	6	-1	23	4	-4	-17	-12	-15
CCOC(=O)C(=CNc1ccc(NC2=NCC(C)(C)S2)cc1)C(=O)OCC	-1.9	6	0	2	0	-3	5	-4	7
CCOC(=O)C(C)Oc1ccc(NC(=O)C(Cl)Cl)cc1 (stereo unspecified)	0.1	-1	0	0	-4	-3	2	2	0
O=C(/C=C/c1cn(-c2ccccc2)nc1-c1cccnc1)c1ccco1	0.0	9	-17	12	10	18*	62*	-8	-6
COc1ccc(C)cc1NC(=O)CC1COc2ccccc2O1 (stereo unspecified)	-0.3	1	-3	-3	0	-2	-1	-2	0
Cc1ccc(S(=O)(=O)n2ccnc2)cc1C	-0.7	0	-3	0	1	3	-1	3	15
Cc1ccc(-n2nc(C)cc2N)c(C)c1	0.8	0	-2	1	0	-2	-2	2	5
CC1Cc2cc(S(=O)(=O)N3CCC(C(=O)N4CCCCC4)CC3)ccc2N1C(=O)C1CC1 (stereo unspecified)	2.1	-1	-4	-6	-1	-1	1	-2	-2
O=C(NCc1ccc(F)cc1)C(=O)NCC1CCCN1S(=O)(=O)c1ccccc1 (stereo unspecified)	1.4	-2	-2	-1	1	-5	5	-4	10
CC(=O)OC1CC(c2cc(C(C)(C)C)c(O)c(C(C)(C)C)c2)=NO1 (stereo unspecified)	3.5	-1	-7	-5	-8	1	3	1	8
CC(C)(C)OC(=O)N1CCC(CNC(=O)c2ccc(F)cc2)CC1	-0.3	-2	0	-2	-4	-6	-18	8	12
Cc1cc(N2C(=O)C(O)=C(C(=O)c3cc4ccccc4o3)C2c2ccc(OC(C)C)cc2)no1 (stereo unspecified)	0.2	1	5	1	3	23*	-4	-11	4
COc1cccc(CC(=O)Nc2sc3c(c2C(N)=O)CCCC3)c1	3.5	-10	-7	-2	-4	1	6	-8	10
CCCS(=O)(=O)c1c(S(=O)(=O)CCC)c2cc(-c3ccncc3)ccn2c1C(=O)OC	0.4	2	10	3	4	0	3	29*	34*
NC(=NC1CCCCC1)c1ccc(Cl)cc1	1.6	1	2	-4	-3	1	-5	-4	1
Cc1ccccc1NC(=O)CSc1nnc(-c2ccccc2)n1-c1ccccc1	0.1	0	12	-1	-1	-5	4	4	12
Cc1nc(C)c(CCNC(=O)c2cccc(Cl)c2)s1	3.3	0	-2	0	-5	-2	1	0	-3
COc1ccc(N2CCN(C(=O)[C@@H](NC(=O)c3ccccc3Cl)C(C)C)CC2)cc1	2.3	-1	-5	-1	0	2	6	12	1
CSc1ccccc1C(=O)Nc1cccc([N+](=O)[O-])c1C	2.2	13	2	0	-5	-3	5	8	4
CCC(=O)NC1(C(F)(F)F)C(=O)Nc2c1c(=O)[nH]c(=O)n2Cc1ccco1 (stereo unspecified)	1.0	-3	-5	-4	3	-2	2	2	19
Cc1ccc(SCc2[nH]nc3c2C(c2ccco2)C(C#N)=C(N)O3)cc1 (stereo unspecified)	1.3	4	7	-1	-1	0	6	12	0
Cc1cccc2cc(CN(Cc3ccco3)C(=O)c3ccco3)c(=O)[nH]c12	0.9	5	-2	0	-2	1	8	-2	-2
CC(C)n1c(O)c(N=NC(=O)CNC(=O)Cc2ccc(Cl)cc2)c2ccccc21	-1.3	9	6	1	6	1	4	0	6
COc1ccccc1NS(=O)(=O)c1ccc(C(=O)N2CCN(c3ccccc3)CC2)cc1	0.7	0	1	/	/	-4	/	6	-8
Cc1ccc2nc(C)cc(Cl)c2c1	3.1	-2	7	-1	-3	-2	-1	1	13
COC(=O)c1cc(CNC(=O)c2ccccc2Cl)ccc1OC	-1.2	-2	3	-1	-1	-4	1	4	3
COc1cc2nc(NC(=O)c3ccco3)sc(=O)c2cc1OC	-1.6	3	3	0	-3	-1	1	-3	-13
CC(C)(C)c1ccc(NC(=O)COC(=O)c2ccc3ncsc3c2)cc1	1.0	-1	23	/	/	1	/	-1	6
CCN1CN=C(NS(=O)(=O)c2ccc(C)cc2)NC1	-0.5	-1	10	2	-1	-3	1	0	-1
COc1ccc(N2CCN(S(C)(=O)=O)CC2)cc1	2.3	1	4	2	4	-2	-4	0	0

Arranged by the number under procasp3 activ (largest number first): 3 from the list above.
Compound | PP5 primary | AHR activator | PAFAH2 FP inh | TPT1 inh | core dimer inh | procasp3 activ
COC(=O)c1cc(CNC(=O)c2ccccc2Cl)ccc1OC | -1.2 | -2 | 3 | -1 | 1 | 4
COc1ccc(N2CCN(S(C)(=O)=O)CC2)cc1 | 2.3 | 1 | 4 | 2 | -4 | 0
Cc1cc(N2C(=O)C(O)=C(C(=O)c3cc4ccccc4o3)C2c2ccc(OC(C)C)cc2)no1 (stereo unspecified) | 0.2 | 1 | 5 | 1 | -4 | -11

Continued:
SMILES	PP5 primary	AHR activator	PAFAH2 FP inh	TPT1 inh	CTSL1 counter	PP1 counter	core dimer inh	procasp3 activ	proCasp7 act
Cc1cc(=O)n2c3c(cccc13)CCC2	1.7	6	-8	-1	-1	-1	-2	1	3
O=C(N/N=C/c1cccc(O)c1)c1ccccc1O	2.0	4	3	-4	4	-1	-8	12	4
CCCOc1ccc(-c2nc(N)n[nH]2)cc1	-0.8	11	-6	-3	3	-1	-2	-5	12
O=C(Nc1ccc(O)c2c(=O)cc(-c3cccc(Cl)c3)oc12)c1ccc(F)cc1	-0.8	9	-2	-2	1	-2	5	5	-5
CC(C)CC(=O)NC(Nc1ccc([N+](=O)[O-])cc1)C(Cl)(Cl)Cl (stereo unspecified)	1.8	1	-6	-3	2	0	-9	9	7
C[C@H]1CCC[C@@]2(O[C@H](CCO)C[C@@H](O)[C@@H]2O)O1	-2.7	0	6	-1	0	-3	-6	11	11
Cc1cc(Br)ccc1SCC(=O)OCC(=O)Nc1ccccc1C#N	4.8	14	-3	2	-11	2	0	-5	7
CC(C)C1N(C(=O)CN2CCCCC2)CCN1S(=O)(=O)c1ccccc1 (stereo unspecified)	-1.8	-1	7	1	2	-2	-3	1	2
O=C(COC(=O)Cc1c(Cl)cccc1Cl)NC1CCCC1	/	-3	10	/	/	/	/	6	0
O=C1CN(C(=O)COC(=O)Cc2ccccc2F)c2ccccc2N1	/	14	-4	/	/	/	/	6	4
CCOC(=O)c1cc(-c2cccs2)nc2c1c(C)nn2-c1ccccn1	1.0	-1	9	6	-1	23*	5	-8	-2
O=C(Nc1cccc(OCC(=O)N2CCOCC2)c1)c1cccc([N+](=O)[O-])c1	-0.4	1	-1	0	9	-2	-2	-3	13
CC(C)(C)n1ncc2c(=O)n(CC(=O)NC3CCCCC3)cnc21	-3.3	8	-2	-7	1	0	-3	-3	7
CCOC(=O)C1=C(c2ccccc2)OC(N)=C(C#N)C1C1CCCCC1 (stereo unspecified)	5.5	13	-4	-2	3	7	5	-2	9
COc1ccc(CC(=O)Nc2sc3c(c2C(N)=O)CCCC3)cc1	2.5	0	5	-11	1	-1	8	4	-2
Cn1cnnc1SCC(=O)N1CCc2ccccc21	0.2	4	-6	-2	2	1	-2	3	12
Cc1nc(=O)cc(-c2ccccc2)n1-c1ccccc1	-0.1	2	10	0	3	1	-1	-3	-6
O=C(NC1CCN(C(=O)N2c3ccccc3Sc3ccccc32)CC1)c1ccccc1F	1.8	-1	4	2	0	5	1	-7	-6
CC(OC(=O)c1ccc(Cl)nc1)C(=O)NC1(C#N)CCCCC1 (stereo unspecified)	4.3	3	6	3	-1	-1	-2	1	2
COc1cccc2cc(C(=O)N3CCN(C45CC6CC(CC(C6)C4)C5)CC3)c(=O)oc12	0.6	5	2	2	0	0	-3	-3	-6
CCc1nnc(NC(=O)CSc2nc3ccccc3c(=O)n2CCCOC)s1	1.6	8	-6	-4	2	-1	-8	-4	-3
Cn1nnnc1Sc1ncnc2scc(-c3ccccc3)c12	3.6	4	7	1	0	0	65*	-4	9
Cc1ccnc(NC2CCCCC2)c1	1.1	0	5	0	-1	1	1	12	11
COCCCNC(=O)c1cc(=O)n(Cc2ccc(Cl)cc2)c2ccccc12	-0.4	-2	-2	0	3	-1	5	-2	2
O=C(Nc1ccc(N2CCOCC2)cc1)c1cccc(S(=O)(=O)N2CCCC2)c1	-1.7	5	-5	-2	0	1	-1	10	-4
Cc1ccc(/C=C/C(=O)OC(C)C(=O)Nc2ccc(Cl)cn2)o1 (stereo unspecified)	0.0	3	-5	8	28*	3	21	-2	-8
Cc1cccc(N(C2C=CS(=O)(=O)C2)S(=O)(=O)c2ccccc2)c1 (stereo unspecified)	2.7	-1	4	-1	4	-4	0	5	-2
Cc1nc(N2CCN(Cc3ccc4c(c3)OCO4)CC2)nc2c1C(=O)CC(c1ccco1)C2 (stereo unspecified)	-0.6	-2	1	1	0	3	1	3	13
Cc1cc(C(=O)COc2cccnc2[N+](=O)[O-])c(C)n1Cc1ccco1	3.4	-2	8	0	-3	1	7	-14	-41
O=C(Cn1nnc2ccccc2c1=O)NCC1CCC(C(=O)O)CC1 (stereo unspecified)	-0.6	1	-4	2	-2	-3	-2	1	10

Entries listed so far shown as hits in procasp3 activ:
Molecule	PP5 primary	AHR activator	PAFAH2 FP inh	TPT1 inh	core dimer inh	procasp3 activ
CCCS(=O)(=O)c1c(S(=O)(=O)CCC)c2cc(-c3ccncc3)ccn2c1C(=O)OC	0.4	2	10	3	3	29*
